# AHR act: human AHR activation | activation, % at 5 µM | AHR-responsive luciferase reporter cells, luminescence | AID 2796 | P35869 | 320,000 compounds, 2.5% hits; in the data active means activation above about 47%;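 further: 0% = vehicle wells and 100% = reference agonist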
# procasp7 counter: counter-screen: procaspase-7 (human) activation; 330,000 compounds, 0.093% hits; recombinant procaspase-7, Ac-DEVD-pNA absorbance 405 nm; D23A/D198A/D206A triple mutant, cannot self-cleave; scale: DMSO 0, 5 µM enzyme 100; activation, % at 8.5 µM; AID 463210;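 active means percent activation above the screen-wide mean plus 3 SD, cut at about 25% in these data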
#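 Detection: p-Nitroaniline absorbance at 405 nm, read at 0 and 120 min; system: Uncleavable procaspase-7 mutant enzyme; evaluation: % activation from two-timepoint absorbance difference, scaled to controls; times: 1 h enzyme–compound preincubation and 2 h substrate reaction, both 25 °C; buffer or medium: Zinc-free HEPES pH 7.4 with 300 mM NaCl, 0.01% Triton X-100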
# EBNA-1 inhibitor: blocks EBNA-1 binding to DNA. EBNA-1 DNA binding, fluorescence polarization. inhibition, % at 14.8 µM. 300,000 compounds, 0.34% hits. AID 1950; in the data active means inhibition above about 28%
# ZTA counter: ZTA (EBV) inhibition in EBNA-1 counter-screen | ZTA-DNA binding, fluorescence polarization | inhibition, % at 11 µM | 320,000 compounds, 0.15% hits | AID 2234; in the data active means inhibition above about 33%
# RPL19A-GFP yeast: modulators of TOR pathway RPL19A-GFP in S. cerevisiae; S. cerevisiae RPL19A-GFP strain, flow cytometry, 3 h; stronger effect = lower value; percent response vs DMSO, % at 10 µM; 330,000 compounds, 0.3% hits; AID 2025;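 active means percent response vs DMSO below 50%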;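 further: median channel GFP fluorescence of the barcoded RPL19A-GFP strain; ratio of sample median GFP to plate DMSO average so 100% = DMSO; lower means less RPL19A-GFP as with rapamycin TOR inhibition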
# MEP2 TOR yeast: yeast TOR pathway MEP2-GFP modulation. S. cerevisiae MEP2-GFP strain, flow cytometry GFP, 3 h; 100% = DMSO control level. GFP response vs DMSO, % at 10 µM. 330,000 compounds, 0.51% hits;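 active means GFP response versus DMSO above a set limit, roughly screen mean plus 3 SD, cut at about 180% in these data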;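 further: median GFP fluorescence of the barcode-gated MEP2-GFP cells per well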
# LAP4-GFP MLPCN: yeast TOR pathway LAP4-GFP modulation | S. cerevisiae LAP4-GFP multiplex, flow cytometry GFP, 3 h; median GFP as percent of DMSO wells | GFP response vs DMSO, % at 10 µM | 320,000 compounds, 0.34% hits;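 active means GFP response vs DMSO above a set limit, about the screen mean plus 3 SD, cut at about 150% in these data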
# procasp3 activ: procaspase-3 (human) activation; recombinant procaspase-3 D3A, Ac-DEVD-pNA absorbance 405 nm; activation, % at 8.5 µM; 330,000 compounds, 0.11% hits; AID 463141;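 active means activation above the mean of all tested compounds plus 3 SD, cut at about 21% in these data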;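 further: 0% = DMSO alone and 100% = DMSO wells spiked with extra 5 µM PC-3 D3A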
#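 Assay system: Procaspase-3 D3A mutant, all three cleavage aspartates alanine. Buffer or medium: Zinc-free HEPES saline buffer with Triton X-100. Times: 1 h compound preincubation, 2 h substrate hydrolysis at 25 °C. Measured by: 405 nm absorbance of p-nitroaniline, reads at 0 and 120 min. Read-out basis: percent activation relative to control range. Replicates: singlicate.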
# * hit, by the source's call; nt = no result given; [ ] = dose if it differs, or a comment.
mol	AHR act	procasp7 counter	EBNA-1 inhibitor	ZTA counter	RPL19A-GFP yeast	MEP2 TOR yeast	LAP4-GFP MLPCN	procasp3 activ
CCCc1cc(NCc2ccccn2)n2nc(C)c(-c3ccccc3)c2n1	4	-5	-3	10	90	99	158*	-7
Cc1ccc2nc(NC(=O)Cc3cccs3)sc2c1	-11	-3	1	-7	99	97	107	-6
COc1ccc(CN2C3CCCC2CC(NC(=O)/C=C/c2ccccc2)C3)cc1 (stereo unspecified)	1	7	-2	-11	99	65	107	-2
COCCCNC(=O)[C@H](CSCc1ccccc1)N1Cc2ccccc2C1=O	1	4	-11	2	97	88	97	-3
CN(CC(=O)Nc1cccc(C(F)(F)F)c1)Cc1ccccc1	0	-11	5	-28	107	105	94	-12
C/C=C\C(=O)Nc1cccc(C2=NOC3(C2)C[C@@H](C(N)=O)N(C(=O)CC(c2ccccc2)c2ccccc2)C3)c1 (stereo partly specified)	4	-11	1	-2	95	93	121	-1
CN(C)CCN(C(=O)C1CCN(S(=O)(=O)c2cccs2)CC1)c1nc2ccccc2s1	3	6	0	-5	99	99	112	-4
CC(=O)n1cc([C@H]2C=C(C(=O)N3CCN(Cc4ccc5c(c4)OCO5)CC3)O[C@@H](OCc3ccc(CO)cc3)C2)c2ccccc21	7	2	-10	-11	96	92	120	3
CC(=O)c1c(C)[nH]c(C(=O)OC2CCOC2=O)c1C (stereo unspecified)	0	-6	6	4	99	101	102	-8
CCCN(C1CCS(=O)(=O)C1)S(=O)(=O)c1ccc2ccccc2c1 (stereo unspecified)	14	1	nt	0	96	99	97	7
COc1ccc(C(CNC(=O)C2CC(=O)N(Cc3ccccc3)C2)N2CCOCC2)cc1 (stereo unspecified)	1	-1	nt	5	100	99	97	7
O=C(CC(Cc1ccccc1)C(=O)O)Nc1ccccc1 (stereo unspecified)	0	7	-5	18	99	97	97	1
S=C(NCCN1CCOCC1)Nc1ccc(Nc2ccccc2)cc1	1	-8	3	4	98	101	102	-13
O=C(COC(=O)c1ccc(O)cc1O)NNC(=O)c1cccs1	0	6	nt	10	103	109	114	8
COCCNC(=O)CN1C(=O)COc2ccc(S(=O)(=O)N3CCCCCC3)cc21	-1	11	-3	3	106	111	80	3
CCOc1ccc(N2CC(C(=O)NCc3ccc4c(c3)OCO4)CC2=O)cc1 (stereo unspecified)	1	11	-4	12	105	123	121	6
CCOc1ccccc1C(=O)N[C@H](C(=O)OCc1cc([N+](=O)[O-])cc2c1OCOC2)C(C)C	8	3	-3	-11	102	101	101	17
CCOC(=O)N1CCc2c(sc3c2c(=O)n(Cc2ccccc2)c(=O)n3Cc2cccc(C)c2)C1	-4	8	0	20	97	90	105	11
O=S1(=O)NC(=NC2CCCCCC2)c2ccccc21	2	3	-13	7	104	114	111	-2
O=C(CCCSc1nc2sc3c(c2c(=O)[nH]1)CCC3)NCCO	12	-4	-14	12	96	89	96	0

# In the list so far, these have a thiophene ring, fused or not:
mol	AHR act	procasp7 counter	EBNA-1 inhibitor	ZTA counter	RPL19A-GFP yeast	MEP2 TOR yeast	LAP4-GFP MLPCN	procasp3 activ
Cc1ccc2nc(NC(=O)Cc3cccs3)sc2c1	-11	-3	1	-7	99	97	107	-6
CN(C)CCN(C(=O)C1CCN(S(=O)(=O)c2cccs2)CC1)c1nc2ccccc2s1	3	6	0	-5	99	99	112	-4
O=C(COC(=O)c1ccc(O)cc1O)NNC(=O)c1cccs1	0	6	nt	10	103	109	114	8
CCOC(=O)N1CCc2c(sc3c2c(=O)n(Cc2ccccc2)c(=O)n3Cc2cccc(C)c2)C1	-4	8	0	20	97	90	105	11
O=C(CCCSc1nc2sc3c(c2c(=O)[nH]1)CCC3)NCCO	12	-4	-14	12	96	89	96	0

# More structures follow.
mol	AHR act	procasp7 counter	EBNA-1 inhibitor	ZTA counter	RPL19A-GFP yeast	MEP2 TOR yeast	LAP4-GFP MLPCN	procasp3 activ
CC(C)CN(CC(C)C)S(=O)(=O)N1CCC(C(=O)NCc2cccnc2)CC1	3	1	-4	-9	102	99	97	2
COc1ccccc1NC(=S)N/N=C/c1ccc(O)cc1	19	-8	-2	-13	105	105	97	4
COc1ccc(CC(=O)Nc2ccc(C(=O)NC(C)(C)C)cc2)cc1OC	-1	7	3	7	95	95	98	0
COc1ccc2c(c1OC)C(=O)N(c1cccc(C)c1)C2=O	-7	5	0	-3	102	105	98	1
Cc1ccsc1C(=O)Nc1ccccc1N1CCCC1	10	5	0	-5	97	97	103	0
COc1ccc(OC)c(-c2nnc(SCC(=O)NC3CCCCC3)o2)c1	11	2	-4	-5	99	105	105	-2
CC(Oc1ccccc1)C(=O)N=C1SC2CS(=O)(=O)CC2N1c1ccc(F)cc1 (stereo unspecified)	6	0	5	18	95	107	94	3
CC(CC1C(C#N)=C(N)SC(N)=C1C#N)c1ccccc1 (stereo unspecified)	27	-20	-12	-4	104	103	120	-25
CSc1ccc(S(=O)(=O)N2CCN(Cc3ccc4c(c3)OCO4)CC2)cc1	1	2	4	-5	97	98	109	-4
Cc1ccc(-n2[nH]c(C)c(CCC#N)c2=O)cc1	7	-11	6	-5	101	100	103	-15
CC(=O)NCCSCCNC(C)=O	0	4	3	2	100	99	99	8
CN(Cc1cn(C)nc1-c1ccc(Oc2ccccc2)cc1)Cc1cnc2ccccn12	6	1	-9	-14	94	90	94	-7
CNC(=S)N1N=C(c2cccs2)CC1c1ccc(OC)cc1 (stereo unspecified)	11	-3	13	18	100	97	84	-3
Cc1nc(NC(=O)c2ccc3c(c2)OCCO3)ccc1Br	-1	4	1	9	96	83	77	7
Cc1nnc(SCc2cc(=O)[nH]c(Nc3nc(C)c4cc(C)c(C)cc4n3)n2)s1	10	-4	-22	0	106	107	99	-6
O=C1CN(C(=O)CSc2nc3ccccc3c(=O)n2CCCN2CCOCC2)c2ccccc2N1	-2	2	9	-2	96	98	95	12
COc1cc(SC)ccc1C(=O)N1CCN(c2ccccc2OC)CC1	0	-8	-3	-5	100	99	99	-2
O=C(NCc1ccccc1F)c1cccc(S(=O)(=O)N2CCCCC2)c1	2	7	nt	nt	98	106	90	1
CCOc1ccc(N=Cc2c(C)[nH]n(-c3nc4ccccc4[nH]3)c2=O)cc1	14	5	-8	-10	107	102	105	14
COc1ccc(C2C(C(=O)N3CCCC3)c3cc(OC)c(OC)cc3C(=O)N2C)cc1OC (stereo unspecified)	4	6	6	-4	103	104	104	-9

# Whole records, looked up by structure.
# CC(=O)NCCSCCNC(C)=O in the list: AHR act = 0; procasp7 counter = 4; EBNA-1 inhibitor = 3; ZTA counter = 2; RPL19A-GFP yeast = 100; MEP2 TOR yeast = 99; LAP4-GFP MLPCN = 99; procasp3 activ = 8
# Cc1ccc2nc(NC(=O)Cc3cccs3)sc2c1 in the list: AHR act = -11; procasp7 counter = -3; EBNA-1 inhibitor = 1; ZTA counter = -7; RPL19A-GFP yeast = 99; MEP2 TOR yeast = 97; LAP4-GFP MLPCN = 107; procasp3 activ = -6

# The list goes on:
mol	AHR act	procasp7 counter	EBNA-1 inhibitor	ZTA counter	RPL19A-GFP yeast	MEP2 TOR yeast	LAP4-GFP MLPCN	procasp3 activ
COc1ccc(OCCC(=O)OCC(=O)Nc2cccc(S(=O)(=O)N3CCCCC3)c2)cc1	1	-6	nt	nt	102	102	98	6
COc1ccccc1/C=C/C(=O)NCC(=O)N/N=C/c1ccccc1[N+](=O)[O-]	35	2	11	9	101	102	114	11
COc1ccc(/C=N/NC(=O)c2c(C)nc3ccc(Cl)cn23)cc1OC	6	-5	4	0	103	102	105	3
CCOC(=O)c1c(NC(=O)CN2CCCCC2)sc2c1CCC(C=O)=C2Cl	3	4	5	1	101	113	105	-1
CC(=O)N1c2ccc(S(=O)(=O)N3CCC(C(=O)NCc4ccc(C)cc4)CC3)cc2CC1C (stereo unspecified)	3	1	-20	-2	103	109	106	5
O=C(Nc1cccc(Cl)c1Cl)C1CCCO1 (stereo unspecified)	1	-6	-6	-13	100	106	97	6
Cc1ccc(C(=O)N2CCCC(N3CCN(c4cccc(C(F)(F)F)c4)CC3)C2)s1 (stereo unspecified)	6	6	8	0	98	108	87	2
CC(=O)C[C@H]1c2cc(C(F)(F)F)ccc2S(=O)(=O)N1c1ccc(N(C)C)cc1	5	0	14	8	99	96	114	-10
CC1(C)Cc2c(C#N)c(NC3CCCCC3)nc(-c3ccco3)c2CO1	0	-20	-2	-5	95	100	105	-11
Cc1ccc2c(c1)N(CC(=O)NCCCN1CCCC1)C(=O)CO2	-2	-3	-4	-3	101	107	100	7
CC(C)(C)c1ccc(/C=C(\C#N)C(=O)NCCN2CCOCC2)cc1	3	-1	-3	-4	103	112	112	1
NC(=O)C1CCN(C(=O)C2CC(=O)N(Cc3ccccc3)C2)CC1 (stereo unspecified)	-1	5	nt	-5	101	101	102	3
COc1ccc(NC(=O)/C(C#N)=C\c2ccc(N3CCOCC3)o2)cc1	-16	-20	-17	1	96	104	114	-7
O=C(OCCOc1cccc(Cl)c1)C1CCN(S(=O)(=O)c2ccccc2)CC1	5	3	1	22	103[may fluoresce green]	99[may fluoresce green]	106[may fluoresce green]	6
COc1ccc(-c2nn(-c3ccccc3)cc2/C=C(\C#N)C(N)=O)cc1[N+](=O)[O-]	16	4	-11	-14	102	105	92	5
COc1ccc(/C=N/Nc2nc(N3CCCC3)nc(N3CCCC3)n2)cc1	4	10	9	-2	89	91	96	-8
COc1ccc(Cl)cc1NC(=O)CCS(=O)(=O)c1ccc(Br)cc1	13	2	10	1	103	105	101	3
CCN(CC)CCNC(=O)c1ccc(NS(=O)(=O)c2ccc3c(c2)OCCO3)cc1	4	8	1	1	98	93	112	-3
Cc1ccc(NC(=O)c2cccc(NC(=O)CCC(=O)O)c2)cc1C	4	-2	-24	4	98	102	98	-5
COc1ccccc1N1CCN(S(=O)(=O)c2ccc3c(c2)CC(C)N3C(C)=O)CC1 (stereo unspecified)	1	-2	-9	-14	106	109	110	5

# Some values from above:
# `CC(Oc1ccccc1)C(=O)N=C1SC2CS(=O)(=O)CC2N1c1ccc(F)cc1` (stereo unspecified) in MEP2 TOR yeast is entered as 107
# `Cc1nnc(SCc2cc(=O)[nH]c(Nc3nc(C)c4cc(C)c(C)cc4n3)n2)s1` in AHR act is entered as 10
# `COc1ccc(-c2nn(-c3ccccc3)cc2/C=C(\C#N)C(N)=O)cc1[N+](=O)[O-]` in LAP4-GFP MLPCN is entered as 92

# Arranged by length of the SMILES (rising): 5 of the compounds above.
mol	AHR act	procasp7 counter	EBNA-1 inhibitor	ZTA counter	RPL19A-GFP yeast	MEP2 TOR yeast	LAP4-GFP MLPCN	procasp3 activ
CC(=O)NCCSCCNC(C)=O	0	4	3	2	100	99	99	8
COc1ccccc1NC(=S)N/N=C/c1ccc(O)cc1	19	-8	-2	-13	105	105	97	4
CN(CC(=O)Nc1cccc(C(F)(F)F)c1)Cc1ccccc1	0	-11	5	-28	107	105	94	-12
O=C(NCc1ccccc1F)c1cccc(S(=O)(=O)N2CCCCC2)c1	2	7	nt	nt	98	106	90	1
CCN(CC)CCNC(=O)c1ccc(NS(=O)(=O)c2ccc3c(c2)OCCO3)cc1	4	8	1	1	98	93	112	-3

# Screens (PubChem BioAssay)
